Screens as filed in PubChem BioAssay.
TRPC6 activator – mouse TRPC6 channel activation | Q61143 | B-score at 10 µM | HEK293-TRPC6 membrane potential dye fluorescence; active compounds read high | 310,000 tested, 0.13% active;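 active means B-score of the integrated fluorescence ratio above library mean plus 3 SD, and starting fluorescence ratio within library mean plus 5 SD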;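 further: higher score means more depolarization so channel activation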
Target sequence (Q61143 whole entry, looked up): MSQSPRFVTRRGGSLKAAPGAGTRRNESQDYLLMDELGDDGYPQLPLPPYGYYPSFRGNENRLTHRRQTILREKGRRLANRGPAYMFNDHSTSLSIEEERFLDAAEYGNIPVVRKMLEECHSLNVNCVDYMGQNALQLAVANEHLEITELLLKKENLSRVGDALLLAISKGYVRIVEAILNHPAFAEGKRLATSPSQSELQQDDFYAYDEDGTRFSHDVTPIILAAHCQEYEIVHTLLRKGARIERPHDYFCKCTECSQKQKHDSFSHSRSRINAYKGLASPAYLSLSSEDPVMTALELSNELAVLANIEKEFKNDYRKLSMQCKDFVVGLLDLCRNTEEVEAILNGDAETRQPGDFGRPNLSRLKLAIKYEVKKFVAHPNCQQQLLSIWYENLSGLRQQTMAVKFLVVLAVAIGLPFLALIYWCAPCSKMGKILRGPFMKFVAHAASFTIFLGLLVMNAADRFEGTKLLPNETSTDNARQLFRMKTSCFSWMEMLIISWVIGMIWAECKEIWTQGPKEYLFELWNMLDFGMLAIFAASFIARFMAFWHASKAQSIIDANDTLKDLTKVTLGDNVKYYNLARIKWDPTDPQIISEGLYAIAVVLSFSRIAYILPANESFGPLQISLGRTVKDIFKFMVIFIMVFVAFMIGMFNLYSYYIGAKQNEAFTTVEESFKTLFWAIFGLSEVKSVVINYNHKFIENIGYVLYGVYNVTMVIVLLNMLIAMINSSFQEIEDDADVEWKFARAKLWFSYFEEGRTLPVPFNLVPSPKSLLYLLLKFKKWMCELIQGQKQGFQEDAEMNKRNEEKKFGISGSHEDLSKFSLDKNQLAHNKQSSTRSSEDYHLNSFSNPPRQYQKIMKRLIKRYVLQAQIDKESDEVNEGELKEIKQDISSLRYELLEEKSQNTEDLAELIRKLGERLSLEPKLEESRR
HDAC3 inh – blocks human histone deacetylase 3 | O15379 | 320,000 tested, 0.15% active | inhibition, % at 8.3 µM | AID 2718 | recombinant HDAC3, fluorogenic peptide/trypsin coupled, fluorescence; in the data active means inhibition above about 26%, passing the limit was not always enough
MrgX1 ag – agonists of human MrgX1 receptor; Q96LB2; MrgX1-HEK293 cells, Fluo-4 calcium fluorescence, agonist mode; active compounds read high; B-score at 10 µM; 310,000 tested, 0.44% active; AID 588627;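 active means calcium response B-score plate-corrected fluorescence ratio at least 3 library SD, with starting fluorescence B-score inside 5 SD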
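Test system: Stable human MrgX1 HEK293 cell line | Schedule: Overnight plating before 1 h dye loading | Read-out basis: Baseline-normalised fluorescence change ratio, B-scored | Detection: Kinetic calcium dye fluorescence, Fluo-4 NW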
SKKanGAS inh – SKKanGAS growth inhibition; S. pyogenes SKKanGAS, kanamycin growth, BacTiter-Glo, 6 h; inhibition, % at 7.5 µM; 300,000 tested, 1.3% active; AID 1662;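 active means mean replicate score, as percent of positive control median, at least 50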;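 further: strain carries kanamycin resistance gene driven by streptokinase promoter and grows in 40 µg/ml kanamycin; loss of luminescence reflects streptokinase promoter inhibition or plain growth inhibition; 0% = median of DMSO wells and 100% = positive control at its reference dose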
MrgX1 antag – blocks BAM8-22 activation of human MrgX1 receptor; Q96LB2; MRGX1-HEK293 calcium flux, Fluo-4, BAM8-22 antagonism; active compounds read low; B-score at 10 µM; 310,000 tested, 1.3% active; AID 588676;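 active means calcium-response B-score plate-corrected more than 3 library SD below zero, starting fluorescence within 5 deviations, no agonist response on first addition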;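 further: peak minus trough fluorescence over baseline after final BAM8-22 challenge near maximal dose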
TMEM16A inh – blocks the mouse calcium-activated chloride channel TMEM16A; normalized B-score (activity score, 25-100; higher = stronger inhibition) at 10 µM; 310,000 tested, 1.2% active; HEK293 TMEM16A/YFP iodide influx fluorescence, ionomycin; Q8BHY3; AID 588511;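 active means ratio plate-corrected score three or more library SD toward inhibition, starting fluorescence score within five deviations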;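 further: score derived from kinetic fluorescence span divided by baseline fluorescence per well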
RGS4 pot – potentiators or activators of RGS4; HEK293 M3R/inducible RGS4, carbachol calcium flux Fluo4; active compounds read low; B-score at 10 µM; 310,000 tested, 0.92% active; AID 463111;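 active means B-score of the integrated calcium signal more than 4 SD below the library mean, with starting fluorescence not abnormally high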;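 further: negative B-score means reduced calcium response which marks RGS4 activation or potentiation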
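Material: Inducible-RGS4 HEK293 cells carrying M3 receptor; also added: carbachol at ECmax as muscarinic agonist stimulus; incubation: compound preincubation 20 min at room temperature before agonist; signal: Fluo4-AM (2 µM) calcium-flux fluorescence, kinetic read; measure: integrated calcium ratio converted to B score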
MrgX1 PAM – allosterically activates human MrgX1 receptor signaling; Q96LB2; 310,000 tested, 0.63% active; MrgX1-HEK293, Fluo-4 calcium flux, FDSS; active compounds read high; B-score at 10 µM;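 active means plate-corrected calcium response at least 3 library SD above typical, normal starting fluorescence, not activating the receptor alone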;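 further: compound read alongside a low EC10 to EC30 dose of BAM8-22 agonist; peak minus trough fluorescence over baseline measured at the second addition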
TMEM16A act – activators or potentiators of mouse TMEM16A chloride channel; Q8BHY3; HEK293 TMEM16A/YFP-H148Q/I152L, iodide quench fluorescence; active compounds read low; B-score at 10 µM; 340,000 tested, 0.3% active;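 active means fluorescence-ratio B-score plate-corrected deviation score at least 3 library SD below zero, with starting fluorescence score within 5 deviations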;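 further: channel opened by trigger with iodide after compound preincubation; score built on the fluorescence ratio of max minus min over baseline; more negative score means more quench and so TMEM16A activation or potentiation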
RGS4 inh – inhibitors of human RGS4; AID 463165; P49798; HEK293 M3R/RGS4 inducible, Fluo-4 calcium flux; active compounds read high; triggered by carbachol at its EC20; B-score at 10 µM; 310,000 tested, 0.45% active;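 active means B-score, a plate-corrected calcium signal, over three deviations above library mean, with baseline fluorescence within five deviations of library mean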;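 further: RGS4 expression induced by doxycycline in cells with stable M3 receptor; B-score is computed from the integrated fluorescence ratio over baseline after carbachol; higher B-score means a larger calcium signal and so more RGS4 inhibition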
Target sequence (P49798 whole entry, looked up): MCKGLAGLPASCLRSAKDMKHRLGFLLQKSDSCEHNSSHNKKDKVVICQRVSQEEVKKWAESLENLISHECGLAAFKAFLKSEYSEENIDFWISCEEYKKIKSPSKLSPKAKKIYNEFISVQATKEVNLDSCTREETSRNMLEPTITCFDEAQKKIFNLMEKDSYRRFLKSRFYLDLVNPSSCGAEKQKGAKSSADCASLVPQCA
TRPC6 inhibitor – inhibitors of mouse TRPC6 channel; B-score at 10 µM; AID 2553; Q61143; 310,000 tested, 1.1% active; HEK293-TRPC6, membrane potential dye, ACh-evoked depolarization; active compounds read low;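 active means B-score under library mean minus 3 SD, initial fluorescence not abnormally high, positive integrated signal ratio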;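 further: B-score derived from integrated fluorescence ratio over the kinetic read; more negative B-score means stronger inhibition of depolarization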
An asterisk follows results filed as active; i = inactive; / = not tested or not shown.

SMILES	TRPC6 activator	HDAC3 inh	MrgX1 ag	SKKanGAS inh	MrgX1 antag	TMEM16A inh	RGS4 pot	MrgX1 PAM	TMEM16A act	RGS4 inh	TRPC6 inhibitor
CCOC(=O)NC(=O)COC(=O)CCCc1nc2ccccc2s1	i	1	i	-2	i	i	i	i	i	i	i
O=C(NCc1ccco1)/C(=C\C=C\c1ccccc1)NC(=O)c1ccco1	i	7	i	4	i	i	i	i	i	i	i
NS(=O)(=O)c1ccc(CCNC(=O)C2CCC(CNS(=O)(=O)c3ccc(Br)s3)CC2)cc1 (stereo not drawn)	i	-6	i	-9	i	i	i	i	i	i	i
CC(CN1CCOCC1)C(=O)c1ccccc1 (stereo not drawn)	i	1	i	2	i	i	i	i	i	i	i
CC(C)C(=O)Nc1cccc(C(=O)Nc2nnc(C(C)(C)C)s2)c1	i	-2	i	4	i	i	i	i	i	i	i
CCOC(=O)C1(CCOC)CCN(C(=O)Cc2ccc3ccccc3c2)CC1	i	0	i	0	i	i	i	i	i	i	i
C=CCOc1ccccc1NC(=O)CN1C(=O)CNC1=O	i	-2	i	3	i	i	i	i	i	i	i
COCCNC(=S)N1CCC(C(=O)c2ccc(C)cc2)CC1	i	-1	i	1	i	i	i	i	i	i	i
C=CCSc1ncccc1C(=O)NCc1ccccc1	i	/	i	1	i	i	i	i	i	i	i
Cc1cc(C)nc(NNC2=CC(=[N+]3CCCC3)CCC2)n1	i	4	i	3	i	i	i	i	i	i	i
Cc1ccc(-n2c(SCC(=O)N3CCCc4ccccc43)nnc2-c2cccnc2)c(C)c1	i	-1	i	0	i	i	i	i	i	i	i
Cc1cc(=O)oc2cc(OCC(=O)N/N=C/c3cc([N+](=O)[O-])ccc3O)ccc12	i	-5	i	16	i	i	i	i	i	i	i
CC(=O)Nc1ccc(S(=O)(=O)Nc2cccn(Cc3ccc(C)cc3)c2=O)cc1	i	7	i	-3	i	i	i	i	i	i	i
CC(C)[C@H](NC(=O)NCCc1ccccc1)C(=O)O	i	4	i	-2	i	i	i	i	i	i	i
CC(C)C(Sc1nc(-c2ccccc2)cc(-c2ccccc2)c1C#N)C(=O)O (stereo not drawn)	13*	5	i	53*	i	i	i	i	i	i	i
O=C(N/C(=C\c1ccc(F)cc1)C(=O)N1CCCCCC1)c1ccccc1	i	0	i	0	i	i	i	i	i	i	i
CCC(C)OC(=O)C1=C(C)NC2=C(C(=O)C(C(=O)OC)C(C)C2)C1c1ccc(N(C)C)cc1 (stereo not drawn)	i	4	i	1	i	i	i	i	i	i	i
O=C(O)c1ccc(Nc2nc(-c3ccccc3)nc3ccccc23)cc1	i	-1	i	17	i	i	i	i	i	i	i
Cc1ccc(C)c(OCCC(=O)OCC(=O)NC(=O)NC2CCCC2)c1	i	-3	i	4	i	i	i	i	i	i	i
CCOc1cc(C2Nc3ccccc3C(=O)N2c2ccccc2)ccc1O (stereo not drawn)	i	-3	i	5	i	i	i	i	i	i	i

In another format: 4 of the compounds above.
SMILES | TRPC6 activator | HDAC3 inh | MrgX1 ag | SKKanGAS inh | MrgX1 antag | TMEM16A inh | RGS4 pot | MrgX1 PAM | TMEM16A act | RGS4 inh | TRPC6 inhibitor
CCC(C)OC(=O)C1=C(C)NC2=C(C(=O)C(C(=O)OC)C(C)C2)C1c1ccc(N(C)C)cc1 (stereo not drawn) | i | 4 | i | 1 | i | i | i | i | i | i | i
O=C(O)c1ccc(Nc2nc(-c3ccccc3)nc3ccccc23)cc1 | i | -1 | i | 17 | i | i | i | i | i | i | i
Cc1ccc(C)c(OCCC(=O)OCC(=O)NC(=O)NC2CCCC2)c1 | i | -3 | i | 4 | i | i | i | i | i | i | i
CCOc1cc(C2Nc3ccccc3C(=O)N2c2ccccc2)ccc1O (stereo not drawn) | i | -3 | i | 5 | i | i | i | i | i | i | i

(next part)
SMILES	TRPC6 activator	HDAC3 inh	MrgX1 ag	SKKanGAS inh	MrgX1 antag	TMEM16A inh	RGS4 pot	MrgX1 PAM	TMEM16A act	RGS4 inh	TRPC6 inhibitor
CC(=O)c1sc(N/N=C\c2c(O)ccc3ccccc23)nc1C	i	1	i	50*	i	i	i	i	i	i	i
O=C(Cc1cn2ccsc2n1)Nc1nc2c(s1)CN(Cc1ccccc1)CC2	i	-5	i	0	i	i	i	i	i	i	i
CC(=O)Nc1ccc(-c2cn3ccsc3n2)cc1	i	-6	i	-5	i	i	i	i	i	i	i
O=C(CSc1nc2ccccc2o1)N1CCN(c2ccccc2)CC1	i	0	i	-7	i	i	i	i	i	i	i
O=C(N/N=C/c1c[nH]c2ccccc12)c1cccc(O)c1	i	7	i	-6	i	i	i	i	i	i	i
CC1CN(S(=O)(=O)c2cccc(C(F)(F)F)c2)C(C)N1C(=O)N1CCOCC1 (stereo not drawn)	i	1	i	2	i	i	i	i	i	i	i
CC(=O)Oc1ccc2c(c1)OC(c1ccccc1)CC21CC(C)(C)NC(=S)N1 (stereo not drawn)	i	-2	i	-13	i	i	i	i	i	i	i
O=C(N/N=C/c1ccncc1)c1ccccc1[N+](=O)[O-]	i	1	i	-11	i	i	i	i	i	i	i
C=CCNC(=O)CN1CCC(n2c(C)nc3cc(C(F)(F)F)ccc32)CC1	i	-5	i	0	i	i	i	i	i	i	i
O=C(NCc1ccco1)Nc1cccs1	i	-4	i	1	i	i	i	i	i	i	i
O=C(CN1C(=O)C2CCCCC2C1=O)Nc1nc(-c2ccccn2)cs1 (stereo not drawn)	i	-7	i	21	i	i	i	i	i	i	i
CCCCCCCCCCCCCCCC(=O)NCCO	/	1	i	/	i	i	/	i	i	/	/
Cc1ccc(C(C)C)c(OCC(O)CNC2CCCC2)c1 (stereo not drawn)	i	5	i	1	i	i	i	i	i	i	i
C[C@@H](NC(=O)/C(C#N)=C/c1ccc(O)c(O)c1)c1ccccc1	/	7	i	/	i	i	/	i	i	/	/
CC1(C)C=Cc2cc(-c3coc4cc(O)cc(O)c4c3=O)cc(O)c2O1	i	6	i	22	-5.3*	i	i	i	i	i	i
Cc1ccc(CNn2cn[nH]c2=S)cc1	i	-7	i	-11	i	i	i	i	i	i	i
Cc1[nH]c2ccc(C(=O)NCCN3CCOCC3)cc2c1C	i	2	i	2	i	i	i	i	i	i	i
Cn1c(=O)c2[nH]c(N3CCN(c4ccccn4)CC3)nc2n(C)c1=O	i	-4	i	-13	i	i	i	i	/	i	i
FC(F)(F)c1cccc(Cn2nnnc2-c2ccc(Cl)cc2)c1	i	3	i	2	i	i	i	i	i	i	i
CCOC(=O)c1ccc(NC(=S)N(CCCN2CCCC2)Cc2ccco2)cc1	i	8	i	-1	i	i	i	i	i	i	i
COc1ccccc1CN1CC(C(=O)N(Cc2cnn(C)c2)C(C)C)CCC1=O (stereo not drawn)	i	-2	i	2	i	i	i	i	i	i	i
CC(=O)Nc1cccc(NC(=O)COC(=O)CO/N=C(\C)c2ccc3c(c2)OCO3)c1	i	2	i	2	i	i	i	i	i	i	i
CC1(NC(=O)CCc2nc3ccccc3c(=O)[nH]2)CCS(=O)(=O)C1 (stereo not drawn)	i	4	i	-4	i	i	i	i	i	i	i
Cc1cc(NC(=O)c2noc3c2CCc2ccccc2-3)n(-c2ccccc2)n1	i	-3	i	-5	i	i	i	i	i	i	i
O=C(COc1ccc(Cl)cc1Cl)NCCC1=CCCCC1	i	-11	i	13	i	i	i	16*	i	i	i
COc1ccc(Nc2cc(C(=O)NCCCN3CCOCC3)c3ccccc3n2)cc1OC	i	4	i	2	i	i	i	i	i	i	i
COc1ccc(-c2c(C)n([O-])c(C)c(-c3ccccc3)[n+]2=O)cc1OC	i	2	i	-10	i	i	i	i	i	i	i
O=C(O)CCc1nn2c3ccccc3nc2n(CCN2CCCCC2)c1=O	i	-31	i	-1	i	i	i	i	i	i	i
CCOC(=O)c1[nH]c(C)c(C(=O)Nc2ccc(Cl)cc2)c1C	i	-1	i	-7	i	i	i	i	i	i	i
C=C1CCC[C@]2(C)C[C@H]3OC(=O)C(CN4CCCCC4CO)[C@H]3CC12 (stereo partly drawn)	i	-5	i	1	i	i	i	i	i	i	i
CCOc1cc(C(=O)NCC(=O)N2CCC3(CC2)NCCc2[nH]cnc23)cc(OCC)c1OCC	i	-3	i	-9	i	i	i	i	i	i	i
COc1ccc(C2=NN(C(=O)CSc3nc4ncc(Cl)cc4[nH]3)C(c3ccco3)C2)cc1 (stereo not drawn)	i	12	i	8	i	i	i	i	i	i	i
O=C(CCN1C(=O)/C(=C/c2ccccc2Cl)SC1=S)Nc1ccccn1	i	13	i	1	i	i	i	i	i	i	i
Cc1ccsc1-c1ccnc(-n2cccc2)n1	i	8	i	7	i	i	i	i	i	i	i
CCOc1ccccc1N1C(=O)CC(N(O)c2ccccc2)C1=O (stereo not drawn)	i	-1	i	-1	i	i	i	i	i	i	i
COc1cc(Cl)c(S(=O)(=O)NCc2cccnc2)cc1Cl	i	-12	i	-3	i	i	i	i	i	i	i
CCN(CC)C(=O)CN(c1cc(Cl)ccc1OC)S(=O)(=O)c1ccc(C)c([N+](=O)[O-])c1	i	-9	i	5	i	i	i	i	i	i	i
CC(C)(C)OC(=O)N/N=C/c1ccc(N2CCOCC2)s1	i	4	i	0	i	i	i	i	i	i	i
CCOC(=O)c1c(C)nc2sc3c(=O)n(-c4ccc(OC)cc4)cnc3c2c1-c1ccc(OC)cc1	i	-2	i	18	i	i	i	i	i	i	i
Cc1cc(C)c(NC(=O)C2CC(=O)N(c3ccc4c(c3)OCCO4)C2)c(C)c1 (stereo not drawn)	i	-2	i	7	i	i	i	i	i	i	i
CCOC(CNC(=O)CN1C(=O)COc2ccc(S(=O)(=O)N3CC(C)CC(C)C3)cc21)OCC (stereo not drawn)	i	4	i	-5	i	i	i	i	i	i	i
CN(C)C(CNC(=O)c1ccc(Br)cc1)c1ccco1 (stereo not drawn)	i	8	i	-5	i	i	i	i	i	i	i
CN(C)c1ccc(C(C(=O)NCC2CCCO2)N(C(=O)c2snc(C(N)=O)c2N)c2ccccc2)cc1 (stereo not drawn)	i	3	i	4	i	i	i	i	i	i	i
COc1ccc(NC(=O)C2C3C=CC4(O3)C2C(=O)N(CCN2CCCCC2)C4C(=O)NC2CCCCC2)cc1 (stereo not drawn)	i	6	i	-1	i	i	i	i	i	i	i
CCOCCCn1c(=O)c(NC(=O)c2ccc(OCC)cc2)c2n(c1=S)CCCCC2	i	2	i	-1	i	i	i	i	i	i	i
